Screening results from PubChem.
BioA inh = M. tuberculosis BioA enzyme inhibitors, primary screen, biochemical, plate reader, single point, HTS | 7,8-diaminopelargonic acid synthase BioA (Mycobacterium tuberculosis) | purified M. tuberculosis BioA enzyme | inhibition, % at 9.99 µM | actives 0.096% (n = 360,000); in the data active = inhibition above about 40%
* hit, by the source's call. These rows are one share of the data. The share of hits here may be higher or lower than overall.

SMILES | BioA inh
Cc1noc(C)c1S(=O)(=O)Nc1ccc2c(c1)C(=O)N([C@@H](C)CO)C[C@@H](C)[C@H](CN(C)S(=O)(=O)c1ccc(F)cc1)OCCCC[C@H](C)O2 | 3.2
CC(C)C#Cc1cnc2c(c1)C(=O)N([C@H](C)CO)C[C@@H](C)[C@H](CN(C)C(=O)CC1CC1)O2 | -0.7
C[C@H](O)C#Cc1ccc2c(c1)O[C@H](CN(C)Cc1cncnc1)[C@@H](C)CN([C@@H](C)CO)S2(=O)=O | -0.2
C[C@H](CO)N1C[C@H](C)[C@H](CN(C)C(=O)C2CC2)Oc2ncc(-c3ccccc3F)cc2C1=O | 3.4
C[C@H](CO)N1C[C@H](C)[C@H](CN(C)C(=O)c2ccccc2)OCCCC[C@H](C)Oc2ccc(NC(=O)CCC(F)(F)F)cc2C1=O | 1.2
C/C=C/c1cnc2c(c1)C(=O)N([C@@H](C)CO)C[C@H](C)[C@@H](CN(C)S(=O)(=O)c1cn(C)cn1)O2 | -1.2
C[C@@H]1CN([C@@H](C)CO)C(=O)c2cc(NS(C)(=O)=O)ccc2O[C@H]1CN(C)S(=O)(=O)c1ccc(F)cc1 | -0.7
COCC(=O)N1CCCCN2[C@H](CO)[C@@H](c3ccc(-c4ccccc4)cc3)[C@H]2C1 | -4.5
COCC(=O)N(C)C[C@@H]1Oc2ncc(C#C[C@H](C)O)cc2C(=O)N([C@H](C)CO)C[C@H]1C | -0.8
O=C(NCC[C@H]1CC[C@H](NS(=O)(=O)c2ccc(F)cc2)[C@@H](CO)O1)Nc1ccc(Cl)cc1 | 1.6
C[C@H]1CN([C@@H](C)CO)C(=O)c2cccc(NS(C)(=O)=O)c2O[C@@H]1CN(C)Cc1ccccc1 | 0.0
C[C@H](O)C#Cc1cnc2c(c1)C(=O)N([C@H](C)CO)C[C@@H](C)[C@H](CN(C)Cc1ccccn1)O2 | -1.3
COc1ccc(-c2ccc([C@@H]3[C@H](CO)N4CCCCN(C(=O)c5ccc(F)cc5)C[C@@H]34)cc2)cc1 | -0.7
CC(C)C#Cc1cnc2c(c1)C(=O)N([C@@H](C)CO)C[C@@H](C)[C@H](CN(C)C(=O)Nc1cccc(F)c1)O2 | 5.9
COc1ccc(-c2ccc([C@@H]3[C@H]4CN(CC5CCOCC5)CCCCN4[C@H]3CO)cc2)cc1 | 2.3
C/C=C/c1ccc([C@H]2[C@@H](CO)N(C(C)=O)[C@@H]2CN(CC)C(=O)CN(C)C)cc1 | -0.5
O=C(c1ccc2c(c1)OCO2)N1C[C@@H]2[C@H](c3ccccc31)[C@H](CO)N2Cc1ccc2c(c1)OCO2 | 16
O=C(Nc1ccc(F)cc1)N[C@H]1CC[C@H](CCn2cc(-c3ccccc3F)nn2)O[C@@H]1CO | 1.8
C[C@@H]1CN([C@@H](C)CO)C(=O)c2cc(NC(=O)CCC(F)(F)F)ccc2O[C@H]1CN(C)S(C)(=O)=O | 1.5
CCCNC(=O)N[C@@H]1CC[C@@H](CC(=O)NCCc2ccccc2)O[C@@H]1CO | -2.4

Compounds shown so far that contain a carbonyl joined to an NH by a bond outside any ring, in the order listed:
SMILES | BioA inh
C[C@H](CO)N1C[C@H](C)[C@H](CN(C)C(=O)c2ccccc2)OCCCC[C@H](C)Oc2ccc(NC(=O)CCC(F)(F)F)cc2C1=O | 1.2
O=C(NCC[C@H]1CC[C@H](NS(=O)(=O)c2ccc(F)cc2)[C@@H](CO)O1)Nc1ccc(Cl)cc1 | 1.6
CC(C)C#Cc1cnc2c(c1)C(=O)N([C@@H](C)CO)C[C@@H](C)[C@H](CN(C)C(=O)Nc1cccc(F)c1)O2 | 5.9
O=C(Nc1ccc(F)cc1)N[C@H]1CC[C@H](CCn2cc(-c3ccccc3F)nn2)O[C@@H]1CO | 1.8
C[C@@H]1CN([C@@H](C)CO)C(=O)c2cc(NC(=O)CCC(F)(F)F)ccc2O[C@H]1CN(C)S(C)(=O)=O | 1.5
CCCNC(=O)N[C@@H]1CC[C@@H](CC(=O)NCCc2ccccc2)O[C@@H]1CO | -2.4

(more compounds)
SMILES | BioA inh
C[C@H]1CN([C@@H](C)CO)C(=O)Cc2cc(NC(=O)CCN3CCOCC3)ccc2O[C@@H]1CN(C)S(=O)(=O)c1ccc(Cl)cc1 | 5.2
O=C(C[C@@H]1C=C[C@@H](NC(=O)NC2CCCCC2)[C@@H](CO)O1)NCc1ccc(Cl)cc1 | -1.9
C[C@@H](O)C#Cc1ccc2c(c1)O[C@@H](CN(C)C)[C@@H](C)CN([C@@H](C)CO)S2(=O)=O | 6.3
C[C@@H]1CN([C@@H](C)CO)C(=O)c2cc(NC(=O)C3CC3)ccc2O[C@@H]1CN(C)C(=O)Nc1ccc(F)cc1 | -0.2
O=S(=O)(N[C@@H]1CC[C@@H](CCn2cc(-c3cccc(F)c3)nn2)O[C@H]1CO)c1ccccc1 | 4.9
C[C@@H]1CN([C@@H](C)CO)C(=O)c2cc(NC(=O)CCC(F)(F)F)ccc2O[C@@H]1CN(C)C | 2.7
COc1cccc(-c2ccc3c(c2)O[C@@H](CN(C)C(C)=O)[C@@H](C)CN([C@H](C)CO)S3(=O)=O)c1 | 3.4
CCNC(=O)C[C@H]1CC[C@@H]2[C@H](COC[C@@H](O)CN2C(=O)CC)O1 | -1.0
COc1ccc(-c2ccc3c(c2)O[C@H](CN(C)CC2CCOCC2)[C@@H](C)CN([C@@H](C)CO)S3(=O)=O)cc1 | -0.7
CNC[C@@H]1Oc2ccc(NS(=O)(=O)c3ccc(OC)cc3)cc2C(=O)N([C@@H](C)CO)C[C@@H]1C | 3.4
CO[C@@H]1CN(C)C(=O)c2ccc(NC(=O)C3CCC3)cc2OC[C@@H](C)N(Cc2nccs2)C[C@H]1C | -3.0
Cc1ccc(S(=O)(=O)Nc2ccc3c(c2)C(=O)N([C@@H](C)CO)C[C@H](C)[C@@H](CN(C)S(=O)(=O)c2ccccc2)OCCCC[C@@H](C)O3)cc1 | -3.0
C[C@H](CO)N1C[C@H](C)[C@@H](CN(C)Cc2ccc(-c3ccccc3)cc2)Oc2ccc(NS(=O)(=O)c3ccccc3)cc2C1=O | 1.2
COC(=O)C[C@@H]1CC[C@H]2[C@@H](COc3ccc(NC(=O)c4cnccn4)cc3C(=O)N2C)O1 | -0.4
C[C@H]1CN([C@@H](C)CO)C(=O)c2cc(NS(=O)(=O)c3cn(C)cn3)ccc2O[C@H]1CN(C)C(=O)NC1CCCCC1 | -1.0
CCCC(=O)Nc1ccc2c(c1)C(=O)N(C)[C@H]1CC[C@H](CC(=O)NCC3CC3)O[C@H]1CO2 | -4.9
C[C@H](CO)N1C[C@H](C)[C@@H](CN(C)S(=O)(=O)c2ccc(Cl)cc2)Oc2ccc(NC(=O)Cc3ccccc3)cc2CC1=O | -2.2
C[C@H]1CCCCO[C@H](CN(C)C(=O)NC2CCCCC2)[C@@H](C)CN([C@@H](C)CO)C(=O)c2cc(N(C)C)ccc2O1 | 0.4
CN(C[C@@H]1N[C@@H](CO)[C@@H]1c1ccc(C2=CCCCC2)cc1)S(C)(=O)=O | -2.8
CO[C@H]1CN(C)C(=O)c2cc(NC(=O)c3ccccc3F)ccc2OC[C@H](C)NC[C@H]1C | -1.4

3 structures already listed, arranged by length of the SMILES, descending.
SMILES | BioA inh
C[C@H](CO)N1C[C@H](C)[C@@H](CN(C)S(=O)(=O)c2ccc(Cl)cc2)Oc2ccc(NC(=O)Cc3ccccc3)cc2CC1=O | -2.2
CNC[C@@H]1Oc2ccc(NS(=O)(=O)c3ccc(OC)cc3)cc2C(=O)N([C@@H](C)CO)C[C@@H]1C | 3.4
CO[C@H]1CN(C)C(=O)c2cc(NC(=O)c3ccccc3F)ccc2OC[C@H](C)NC[C@H]1C | -1.4

Next part.
SMILES | BioA inh
C[C@H]1CN([C@@H](C)CO)C(=O)c2cccc(NC(=O)C3CCOCC3)c2O[C@H]1CN(C)C(=O)Nc1ccc(C(F)(F)F)cc1 | 0.5
CCC(=O)N(C)C[C@@H]1Oc2cc(-c3ccc(C#N)cc3)ccc2S(=O)(=O)N([C@H](C)CO)C[C@H]1C | 3.3
O=C(C1CCCC1)N1C[C@H]2[C@@H](c3ccccc31)[C@H](CO)N2C(=O)Nc1cccc(F)c1 | 4.2
CN1CCN(C(=O)C[C@@H]2CC[C@H]3[C@H](COc4ccc(NC(=O)C5CC5)cc4C(=O)N3C)O2)CC1 | 0.1
COCC(=O)N1C[C@H]2[C@@H](c3ccccc31)[C@@H](CO)N2Cc1cc(F)ccc1F | -2.8
Cc1cccc(S(=O)(=O)N2CCCCN3[C@@H](CO)[C@@H](c4ccc(C#CC(C)C)cc4)[C@@H]3C2)c1 | 0.3
CO[C@H]1CN(C)C(=O)c2cc(NC(C)=O)ccc2OC[C@@H](C)N(C(=O)C2CCC2)C[C@@H]1C | 1.8
C[C@H](CO)N1C[C@H](C)[C@@H](CN(C)Cc2ccccn2)Oc2ncc(C#Cc3cccc(F)c3)cc2C1=O | -7.7
C[C@@H]1CN([C@H](C)CO)C(=O)c2cc(NC(=O)Cc3cn(C)c4ccccc34)ccc2O[C@H]1CN(C)C(=O)Nc1ccccc1 | -0.7
CN1C[C@H]2[C@@H](c3ccccc31)[C@H](CO)N2C(=O)CN1CCOCC1 | -1.7
COC(=O)[C@H]1[C@H](CO)[C@H]2Cn3c(ccc(-c4cccc(C(=O)N(C)C)c4)c3=O)[C@H]2N1C | -2.4
C[C@@H]1CN([C@@H](C)CO)C(=O)c2cc(-c3ccc(C(=O)N(C)C)cc3)cnc2O[C@H]1CN(C)C(=O)c1ccncc1 | -1.2
CO[C@@H]1CN(C)C(=O)c2ccc(NC(C)=O)cc2OC[C@H](C)N(C(=O)c2ccc(F)cc2)C[C@H]1C | 2.2
O=C(c1cccnc1)N1C[C@H]2[C@@H](c3ccccc31)[C@@H](CO)N2CC1CCCCC1 | -1.6
O=C(CCN1CCCCC1)NCC[C@@H]1CC[C@@H](NC(=O)C2CC2)[C@@H](CO)O1 | 3.5
O=C(C[C@H]1CC[C@@H]2[C@H](COC[C@H](O)CN2C(=O)c2ccccc2F)O1)N1CCCCC1 | -2.8
C[C@@H]1CN([C@H](C)CO)C(=O)c2cc(C#CC3(O)CCCC3)cnc2O[C@H]1CN(C)C(=O)CC1CC1 | 0.9
Cc1ccc(-c2cnc3c(c2)C(=O)N([C@@H](C)CO)C[C@@H](C)[C@@H](CN(C)C(=O)Cc2cccnc2)O3)cc1 | -0.1
CN(C)C(=O)c1ccc(-c2cccc(-c3nc(C(=O)NC4CCCCC4)cc4c3[C@@H](CCO)N([S@](=O)C(C)(C)C)C4)c2)cc1 | 4.6
C[C@@H]1CN([C@@H](C)CO)C(=O)c2cc(NC(=O)Cn3cnnn3)ccc2O[C@H]1CN(C)Cc1ccc(C(=O)O)cc1 | 3.7
C[C@@H]1CN([C@H](C)CO)C(=O)c2cc(NS(=O)(=O)c3ccc(F)cc3)ccc2O[C@@H]1CN(C)C(=O)NC1CCCCC1 | 0.3
CC(=O)N(C)C[C@@H]1Oc2cc(C#CCC(C)C)ccc2S(=O)(=O)N([C@@H](C)CO)C[C@@H]1C | 0.3
CO[C@H]1CN(C)C(=O)c2ccc(NS(=O)(=O)c3ccccc3Cl)cc2OC[C@H](C)NC[C@@H]1C | -1.9
COc1ccc(NC(=O)N(C)C[C@@H]2Oc3ccc(NC(=O)NC(C)C)cc3C(=O)N([C@@H](C)CO)C[C@H]2C)cc1 | 2.6
O=C(NCC[C@H]1CC[C@@H](NC(=O)C2CCCCC2)[C@H](CO)O1)c1cc(Cl)cc(Cl)c1 | -1.3
CNC[C@@H]1Oc2ccc(NC(=O)Cc3cn(C)c4ccccc34)cc2C(=O)N([C@@H](C)CO)C[C@H]1C | -0.4
C[C@@H]1CN([C@@H](C)CO)C(=O)Cc2cc(NC(=O)Nc3cccc4ccccc34)ccc2O[C@@H]1CN(C)CC1CC1 | -2.6
CNC(=O)C[C@H]1CC[C@H]2[C@H](COc3ccc(NC(=O)C4CCCCC4)cc3C(=O)N2C)O1 | -2.6
C[C@@H]1CN([C@H](C)CO)C(=O)c2cccc(NC(=O)C3CCCCC3)c2O[C@H]1CN(C)C(=O)Nc1ccc(F)cc1 | 0.8
C[C@H](CO)N1C[C@H](C)[C@H](CN(C)Cc2ccncc2)Oc2ccc(NC(=O)CCC(F)(F)F)cc2CC1=O | 1.1
COC(=O)C[C@@H]1CC[C@H]2[C@@H](COc3ccc(NC(=O)Nc4cc(C)cc(C)c4)cc3C(=O)N2C)O1 | 0.8
C[C@H](CO)N1C[C@H](C)[C@@H](CN(C)Cc2ccc(C(F)(F)F)cc2)Oc2ccc(NC(=O)Cc3cn(C)c4ccccc34)cc2C1=O | -1.6
C[C@H](CO)N1C[C@H](C)[C@H](CN(C)C(=O)CC2CC2)Oc2ncc(C#C[C@@H](C)O)cc2C1=O | -2.9
CCC(=O)Nc1ccc2c(c1)C(=O)N(C)C[C@H](OC)[C@@H](C)CN(C(=O)c1ccncc1)[C@H](C)CO2 | -0.6
O=C(C[C@H]1CC[C@H]2[C@@H](COC[C@H](O)CN2S(=O)(=O)c2ccccc2)O1)NCCN1CCCCC1 | 2.2
C[C@H]1CCCCO[C@H](CN(C)C)[C@@H](C)CN([C@@H](C)CO)C(=O)c2cc(NC(=O)CCC(F)(F)F)ccc2O1 | -1.3
COC(=O)C[C@@H]1CC[C@@H]2[C@H](COc3ccc(NC(=O)NC(C)C)cc3C(=O)N2C)O1 | 0.4
C[C@H]1CN([C@@H](C)CO)C(=O)Cc2cc(NC(=O)C3CCCCC3)ccc2O[C@H]1CN(C)S(=O)(=O)c1cn(C)cn1 | 2.1
C[C@@H]1CN([C@@H](C)CO)S(=O)(=O)c2ccc(-c3cccc(F)c3)cc2O[C@@H]1CN(C)S(C)(=O)=O | -0.5
O=C(C[C@@H]1C[C@H]2c3cc(NC(=O)C4CCOCC4)ccc3O[C@H]2[C@H](CO)O1)NCc1ccccn1 | 2.6
C[C@@H]1CN([C@H](C)CO)C(=O)c2cc(NC(=O)Nc3ccc(F)cc3)ccc2O[C@H]1CN(C)C(=O)Nc1cccc2ccccc12 | -2.5

2 compounds drawn at random from the list so far:
SMILES | BioA inh
COC(=O)C[C@@H]1CC[C@@H]2[C@H](COc3ccc(NC(=O)NC(C)C)cc3C(=O)N2C)O1 | 0.4
O=C(NCC[C@H]1CC[C@@H](NC(=O)C2CCCCC2)[C@H](CO)O1)c1cc(Cl)cc(Cl)c1 | -1.3
